# Screening data as filed in PubChem.
# bCat KO growth – beta-catenin-lacking colon tumor cell growth suppression; HCT116 beta-catenin knockout viability, CellTiter-Glo, 60 h; hits give low values; viability, % at 10 µM; 140,000 compounds, 1.5% hits;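 active = viability at or under a set limit, the compound median less 4 SD, cut at about 6% in these data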;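 also: 0% = Hyamine 1622 control at 20 µM and 100% = untreated cell control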
# GALR2 antag – blocks the human galanin receptor 2. O43603. GALR2-expressing cells, antagonist mode. 140,000 compounds, 0.39% hits. AID 828. inhibition, % at 4 µM; in the data active = inhibition above about 27%;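 also: cells stimulated with galanin 1-16 at roughly its EC80; 0% = agonist challenge control and 100% = basal control without agonist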
# Target sequence (O43603 whole entry, looked up): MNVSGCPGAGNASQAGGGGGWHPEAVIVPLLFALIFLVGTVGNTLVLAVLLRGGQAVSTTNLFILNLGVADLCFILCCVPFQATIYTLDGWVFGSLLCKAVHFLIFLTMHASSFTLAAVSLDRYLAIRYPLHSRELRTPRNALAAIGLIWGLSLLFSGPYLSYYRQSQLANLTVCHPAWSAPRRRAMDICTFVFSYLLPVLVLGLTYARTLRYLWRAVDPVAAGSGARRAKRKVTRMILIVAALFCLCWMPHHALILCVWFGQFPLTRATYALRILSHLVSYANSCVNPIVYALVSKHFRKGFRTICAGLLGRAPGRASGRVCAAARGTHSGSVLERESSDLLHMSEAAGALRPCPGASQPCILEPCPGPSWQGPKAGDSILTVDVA
# Phagocytosis inh – macrophage phagocytosis inhibition; AID 1029; inhibition, % at 5 µM; J774A.1 macrophage IgG-bead phagocytosis, imaging; 110,000 compounds, 0.07% hits;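 active = inhibition above the mean of the plate negative controls plus 5 SD, cut at about 13% in these data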;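 also: phagocytic index as fraction of beads internalized from green versus red external bead signal; plate controls were DMSO negative control for no effect and cytochalasin-D positive control for full effect; some results beyond the cut were filed as inactive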
# Yeast lifespan up – extends the lifespan of yeast; 130,000 compounds, 0.68% hits; S. cerevisiae growth with nicotinamide, OD615; deaD strain in restrictive glucose medium; AID 775; inhibition of the nicotinamide effect, % at 10 µM;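 active = inhibition above a set limit, placed 3 SD over the median of all compounds, cut at about 26% in these data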;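 also: 0% = nicotinamide-treated wells and 100% = cells grown without nicotinamide; some compounds called inactive have numbers as strong as hits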
#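 Assay system: DeaD-strain S. cerevisiae. Medium: CSMM-D glucose medium, restrictive. Reagent: nicotinamide, 1.5 mM, co-present with compound. Compound: 10 µM single point, 0.25% DMSO. Schedule: culture preincubation 4 h, compound exposure 48 h, both 30 °C. Detection: absorbance at 615 nm.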
# NPY-Y2 antag – NPY-Y2 (human) receptor antagonism | P49146 | NPY-Y2 expressing cells, antagonist mode | inhibition, % at 2.7 µM | 140,000 compounds, 0.99% hits | AID 793; in the data active = inhibition above about 17%;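 also: 0% = vehicle with agonist challenge and 100% = reference antagonist with challenge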
# Target sequence (P49146 whole entry, looked up): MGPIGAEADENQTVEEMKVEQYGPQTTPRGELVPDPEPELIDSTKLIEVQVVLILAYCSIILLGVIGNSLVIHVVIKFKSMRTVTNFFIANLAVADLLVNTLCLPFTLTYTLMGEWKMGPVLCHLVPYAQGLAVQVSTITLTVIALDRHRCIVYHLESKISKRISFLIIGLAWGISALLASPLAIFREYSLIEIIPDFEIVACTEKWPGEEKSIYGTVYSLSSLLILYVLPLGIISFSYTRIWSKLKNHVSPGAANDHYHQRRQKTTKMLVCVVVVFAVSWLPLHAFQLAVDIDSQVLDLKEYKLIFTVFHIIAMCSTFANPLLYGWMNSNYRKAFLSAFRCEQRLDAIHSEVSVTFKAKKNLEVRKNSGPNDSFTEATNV
# E-sel TNF inh – blocks E-selectin expression induced by TNF alpha; HUVEC TNFa-induced E-selectin immunofluorescence, high content; inhibition, % at 2 µM; 120,000 compounds, 0.71% hits; AID 1246;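 active = inhibition above the batch mean plus 3 SD, and confirmed as a hit on visual image review, cut at about 43% in these data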;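 also: 0% = TNF-stimulated DMSO wells and 100% = unstimulated control wells; not every result past the cut was called active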
# Measles CPE – protection of cells from measles virus; Measles virus-infected cells, CPE protection, absorbance; protection (pct of control), % at 4 µM; 140,000 compounds, 1.5% hits; in the data active = protection mostly above about 24%, no sharp cut-off; inactive = mostly below about 26%; also: some compounds called inactive have numbers as strong as hits
# Yeast growth inh – yeast BB579 growth reduction in restrictive medium; inhibition, % at 10 µM; S. cerevisiae BB579 growth, OD615, 48 h; 140,000 compounds, 0.51% hits;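 active = inhibition above a set limit, 3 SD over the mean compound inhibition, cut at about 44% in these data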; also: inactives centre near -24
#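 Test system: Saccharomyces cerevisiae DeaD strain BB579, replicative lifespan model yeast | Buffer or medium: Restrictive CSMM-D medium | Doses: One dose, 10 µM compound with 0.25% DMSO | Incubation: 48 h exposure, 30 °C | Detection: Culture absorbance at 615 nm | Control set: Amphotericin B at 10 µg/mL as positive control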
# MRP-1 activ – activators of MRP-1 | H69AR cells + doxorubicin, viability rescue, CellTiter-Glo | viability increase, % at 10 µM | 140,000 compounds, 0.61% hits;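 active = viability gain under doxorubicin at or above a set limit, the compound median plus 3 SD, cut at about 4.7% in these data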;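 also: MRP-1 overexpressing cells given doxorubicin 25 µM after compound pretreatment; 18-22 h compound pretreatment then 72 h with doxorubicin before readout; 0% = doxorubicin-only wells and 100% = vehicle-treated cells without doxorubicin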
# HCT116 PTEN-null – growth suppressors of cells with PTEN tumor suppressor deletion. HCT116 PTEN-null viability, CellTiter-Glo, 60 h; hits give low values. viability, % at 10 µM. 140,000 compounds, 1.2% hits. AID 827;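 active = viability at or below a set limit, 4 SD under the median of all tested compounds, cut at about 3.7% in these data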;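 also: PTEN knockout HCT116 line with beta catenin targeted HCT116 as companion control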
# Numbers without * were called inactive; / = no result given. Rows are unselected. Share with any hit: about 6.1%.
SMILES,bCat KO growth,GALR2 antag,Phagocytosis inh,Yeast lifespan up,NPY-Y2 antag,E-sel TNF inh,Measles CPE,Yeast growth inh,MRP-1 activ,HCT116 PTEN-null
CCOC(=O)c1c(N)c(C#N)nn1-c1ccccc1C(=O)OC,99.8,-6.4,-1.2,-7.8,3.4,29.6,2.2,-1.6,0.3,101.5
O=C(CCC(=O)N(c1cccc(F)c1)C(C(=O)NC1CCCC1)c1ccncc1)Nc1cccnc1 (stereo not given),95.5,-2.1,/,-1.0,3.5,-12.0,22.2,-22.7,-2.5,100.8
Cn1c(=O)c2c(nc(NCC3CCCO3)n2C)n(C)c1=O (stereo not given),91.6,13.2,-2.0,-11.8,0.5,10.1,-0.1,-11.4,-1.4,94.1
CC(=O)N1CCN=C1SCc1ccccc1F,102.4,7.3,-0.6,-5.5,3.6,-23.3,26.1,8.6,5.1*,104.3
CC(=O)/C=C/c1ccc2ccccc2n1,1.5*,8.6,/,38.1,1.5,19.9,4.8,-21.1,-6.6,1.2*
CC(=O)Nc1ccc(C(=O)OC2CCCCC2=O)cc1 (stereo not given),107.3,-11.7,-1.4,-8.0,2.4,-12.2,26.8,-67.5,-0.9,99.5
Cn1cc(Br)c(C(=O)Nc2c(F)c(F)c(F)c(F)c2F)n1,96.6,-2.5,-5.3,-2.9,0.6,8.8,22.5,-4.5,-2.1,92.2
Cc1cc(C)c(OCC(=O)N/N=C/c2ccco2)c(C)c1,87.8,-15.2,/,-13.8,5.4,8.5,9.9,-49.2,-2.0,103.9
N=C1C(c2nc3ccccc3c(=O)[nH]2)=C(O)CN1CCc1ccccc1,76.9,-17.0,-0.4,-0.4,5.2,/,17.7,6.3,-3.5,78.0
COc1ccc(C)cc1NC(=O)CSc1nnc(COc2ccccc2)n1Cc1ccco1,48.3,9.8,0.2,-3.5,4.5,-11.3,15.1,-12.9,-4.8,39.6
C=CCn1c(SCC(=O)c2cccs2)nc2sc(C)c(C)c2c1=O,91.8,-3.1,/,/,4.3,1.1,8.3,-42.1,0.1,85.5
c1cc2c(c(NCc3ccncc3)c1)CCCC2,81.7,16.4,-1.1,-9.2,-1.2,19.9,10.7,-65.2,-0.2,82.7
COC(=O)C1=C(N)Oc2c(oc(CO)cc2=O)C1c1ccccc1F (stereo not given),105.3,-11.1,/,-12.4,0.1,1.3,6.3,-45.2,-2.6,91.5
COC(=O)c1cc2n(n1)CCN(Cc1ccc(OC)cc1)C2=O,110.6,-3.2,/,-6.0,0.3,/,38.8,-40.0,0.7,94.8
CCOC(=O)c1sc(NC(=O)c2ccccc2OC)nc1C,65.1,2.5,-0.1,-4.8,2.9,/,7.6,-2.5,-0.1,74.4
O=C(CCN1C(=O)C2(OCCO2)c2ccccc21)c1ccccc1,82.3,-7.1,-0.2,-3.5,0.9,/,11.9,-18.2,-4.8,88.2
Cc1cc(=O)n(C)c(=O)n1CCCCCCN1CCCC1,85.2,-4.3,/,/,1.4,6.0,13.6,-13.0,-3.3,93.0
Cc1ccc(S(=O)(=O)c2c(C)cc(-c3ccccc3)[nH]c2=O)cc1,95.5,2.3,/,-2.0,-0.2,35.4,4.5,-60.9,-0.9,103.6
COc1ccc(-n2c(SC3CCOC3=O)nc3ccccc3c2=O)cc1OC (stereo not given),109.1,15.1,0.0,-6.0,1.1,/,0.8,-22.3,0.5,101.4
O=C(Nc1ccccc1C(F)(F)F)NC1CCCCC1,94.1,-10.9,0.8,-12.4,3.5,-11.0,30.2,-6.4,-1.0,83.8
Cc1ccc(C(=O)NNC(=O)C2CCN(Cc3ccccc3)CC2)cc1,95.7,5.1,0.3,-19.1,0.6,-34.9,8.2,-40.3,-2.5,94.3
CCC(Sc1nc2n[nH]c(C)c2c(=N)n1-c1cccc(Cl)c1C)C(=O)N(CC)CC (stereo not given),64.0,3.8,-0.3,-20.7,5.0,31.1,2.1,-5.0,-4.3,56.9
CC1=CC(C)(C)N2C(=O)C3(C(C#N)=C(N)OC4=C3C(=O)CCC4)c3c(C)c(C)cc1c32 (stereo not given),86.8,9.1,-1.7,2.5,1.3,10.8,3.7,-20.1,-2.9,84.9
O=C1c2ccccc2C(=O)N1CSc1nnc2c3ccccc3n(CCc3ccccc3)c2n1,97.7,4.3,/,-4.3,2.9,-10.7,33.7,-33.3,-1.8,106.5
CCC(CC)C(=O)OCC(=O)NC12CC3CC(CC(C3)C1)C2,93.5,-5.5,-1.3,2.6,1.9,7.3,4.6,-18.7,0.1,95.4

# Other results
SMILES,bCat KO growth,GALR2 antag,Phagocytosis inh,Yeast lifespan up,NPY-Y2 antag,E-sel TNF inh,Measles CPE,Yeast growth inh,MRP-1 activ,HCT116 PTEN-null
CCCCNC(=O)CC1N=C2c3ccccc3N=C(SCC(=O)Nc3cccc(OC)c3)N2C1=O (stereo not given),89.6,-4.0,-5.1,0.7,1.5,/,6.3,-61.2,-1.4,104.8
Cc1sc(NC(=O)CN(C)C2CCCCC2)nc1-c1ccc2c(c1)CCN2S(=O)(=O)c1ccccc1,75.7,3.4,-0.2,-10.1,2.6,-25.1,1.3,-27.8,-1.2,69.1
O=CN1CCN(C(C(=O)NC2CCCC2)c2ccc(Cl)cc2)CC1 (stereo not given),102.3,-13.9,-3.7,-14.2,1.6,/,21.0,0.7,0.1,91.1
COc1ccc(OCC(O)CON2C(=O)c3ccccc3C2=O)cc1 (stereo not given),95.7,-6.1,0.1,-3.5,1.7,9.1,13.3,-18.5,-0.2,87.6
Cc1cccc2c1N(CCOc1ccccc1Cl)C(=O)C2=O,17.2,4.2,0.7,13.2,2.8,44.1,9.4,-26.7,-4.3,17.1
CS(=O)(=O)N(CC(O)Cn1c2ccccc2c2ccccc21)c1ccccc1 (stereo not given),81.3,-1.4,/,-12.4,3.4,2.0,12.9,-31.0,-1.6,77.2
CC1=NN(c2ccccc2)C(=O)/C1=C\c1cc(C)n(-c2ccccc2)c1C,92.2,-14.0,-6.5,-2.8,1.0,19.6,9.3,-27.7,0.1,86.8
Cc1ccc(S(=O)(=O)N2CCOCC2)cc1N/N=C(\C#N)c1nc2ccccc2[nH]1,57.3,11.5,-7.6,-0.2,8.6,4.2,6.2,-16.5,4.4,53.0
COc1ccc2cc(/C(C)=N/NC(=O)c3cc(-c4cccnc4)nc4ccccc34)ccc2c1,91.4,15.7,/,0.5,4.2,/,11.4,-44.4,-0.3,95.5
NS(=O)(=O)c1cnccc1Nc1ccc(Cl)cc1,103.5,3.3,-4.9,7.8,4.9,15.2,1.8,-41.4,0.5,100.6
COc1cccc(-c2nnc(N(C)C(=O)c3ccno3)s2)c1,102.3,-5.7,-0.6,-13.5,3.9,-3.2,11.2,-4.4,-1.7,90.4
CC(/C=C/c1ccccc1)=N\NC(=O)C1CC1(C)c1ccccc1 (stereo not given),81.8,15.1,/,/,0.2,-3.3,6.2,-33.8,-5.4,78.9
C=CCn1c(-c2csc(-c3ccc(Cl)cc3)n2)n[nH]c1=S,86.7,-1.0,-1.1,-7.0,3.3,3.5,4.8,-26.5,-4.1,87.9
O=C(NCc1ccco1)C1CCCN(S(=O)(=O)Cc2ccccc2)C1 (stereo not given),87.9,1.9,/,-10.0,1.8,10.2,4.3,-6.1,-2.9,90.1
Cc1cc(C)cc(NC(=O)c2ccc(CSc3nnc(C)s3)cc2)c1,87.7,-1.1,/,-6.7,3.0,28.2,14.9,-80.8,-0.9,92.7
COc1ccc(C(C)=O)cc1CSc1nnc(Nc2ccccc2)s1,48.6,9.2,-4.9,-4.8,5.2,0.1,3.0,-27.2,0.0,49.9
O=C(Cc1cccc(C(F)(F)F)c1)NCc1ccc(Cl)cc1Cl,77.4,-9.0,-9.7,-3.2,1.4,-20.4,8.0,2.2,-1.5,76.2
CC(C)(CS(=O)(=O)[O-])NC(=O)CC[N+](C)(C)CCO,91.8,10.4,-1.2,-3.6,-0.4,3.4,12.7,-69.4,-0.7,97.9
Cc1cnc(C(=O)NCCc2ccc(S(=O)(=O)NC(=O)NC3CCCCC3)cc2)cn1,81.3,-2.2,/,4.9,0.9,/,84.4*,-46.8,-0.3,101.8
N#CCCN(CCC#N)C(=O)c1ccc2c(c1)OCO2,89.9,-1.7,5.1,1.1,2.9,/,4.3,-43.0,-0.7,98.9
COc1cc(OC)cc(-c2n[nH]c(=S)n2-c2cc(OC)ccc2OC)c1,88.0,-1.2,/,-5.3,1.2,8.4,17.2,-22.0,-4.1,93.1
COC(CNC(=O)c1ccc(Cn2c(=S)[nH]c3cc4c(cc3c2=O)OCO4)cc1)OC,87.0,2.8,-2.1,-12.0,-0.3,3.1,11.6,-27.5,-0.6,102.2
N#Cc1cccc(NC(=O)C2SC(=Nc3ccccc3)C(C(=O)N3CCOCC3)=C2N)c1 (stereo not given),92.9,11.1,-7.4,-4.3,-3.8,/,4.6,-31.4,1.2,91.1
Cn1ncc2c(N3CCN(c4ccccc4F)CC3)ncnc21,92.0,-4.2,1.8,-10.0,1.3,-6.0,1.3,-31.5,-3.3,82.2
CCC1CCc2c(sc(N)c2C(N)=O)C1 (stereo not given),92.6,-4.0,/,/,2.4,-3.2,27.0,-33.6,-3.0,77.8

# Part of the list above, showing only HCT116 PTEN-null:
SMILES,HCT116 PTEN-null
COC(=O)C1=C(N)Oc2c(oc(CO)cc2=O)C1c1ccccc1F (stereo not given),91.5
COC(=O)c1cc2n(n1)CCN(Cc1ccc(OC)cc1)C2=O,94.8

# The list goes on:
SMILES,bCat KO growth,GALR2 antag,Phagocytosis inh,Yeast lifespan up,NPY-Y2 antag,E-sel TNF inh,Measles CPE,Yeast growth inh,MRP-1 activ,HCT116 PTEN-null
COc1ccc(OCCSc2nc3ccccc3n2CC(=O)O)cc1,90.3,7.2,-1.8,-8.7,1.8,-9.3,32.5,-50.5,-0.4,101.3
S=C(Nc1ccccc1)Nc1nc2ccccc2n1CCOc1ccc(Cl)cc1,1.1*,-12.4,-11.6,-2.5,3.0,4.4,6.2,15.8,-3.1,0.9*
O=C(NNS(=O)(=O)c1ccccc1F)c1cccc(S(=O)(=O)N2CCOCC2)c1,98.2,-3.4,-9.9,0.6,0.5,/,11.6,-13.6,-0.2,103.1
CC(C)c1ccc(NC(=O)c2cccnc2)cc1,94.8,-1.8,0.8,-26.2,0.7,-10.3,3.4,-10.5,1.9,95.5
CCOC(=O)c1ccc(NC(=S)N(CCCN(CC)CC)Cc2ccco2)cc1,84.2,-2.6,-3.1,13.5,3.6,23.5,13.3,-11.2,-1.9,105.5
Cc1ccc(-n2c(SCc3nnc4n3CCC4)nnc2-c2ccccc2)cc1,90.3,-21.1,-2.2,-4.4,-0.3,19.6,11.0,7.6,-2.7,103.8
Cc1cc(N2CCOCC2)ccc1/C=C1\SC(=O)N(C(C)C)C1=O,93.4,4.2,/,-12.6,-0.8,1.7,7.8,-14.8,2.1,86.2
O=C(O)CN(c1ccc(F)cc1)S(=O)(=O)c1ccc2c(c1)OCCO2,96.5,8.7,0.9,-1.7,7.4,/,15.7,4.0,0.4,100.7
